Compound activity as filed in PubChem BioAssay.
M5 PAM – positive allosteric modulators of human muscarinic M5 receptor. CHO-K1 hM5, Fluo-8 calcium, ACh EC20 PAM; 0% = ACh EC20, 100% = ACh EC100. AID 624038. activation, % at 3 µM. 360,000 compounds, 0.3% hits. P08912;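 active = activation above the run cutoff, the mean activation of all test compounds plus 3 SD, cut at about 18% in these data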
Target sequence (P08912 whole entry, looked up): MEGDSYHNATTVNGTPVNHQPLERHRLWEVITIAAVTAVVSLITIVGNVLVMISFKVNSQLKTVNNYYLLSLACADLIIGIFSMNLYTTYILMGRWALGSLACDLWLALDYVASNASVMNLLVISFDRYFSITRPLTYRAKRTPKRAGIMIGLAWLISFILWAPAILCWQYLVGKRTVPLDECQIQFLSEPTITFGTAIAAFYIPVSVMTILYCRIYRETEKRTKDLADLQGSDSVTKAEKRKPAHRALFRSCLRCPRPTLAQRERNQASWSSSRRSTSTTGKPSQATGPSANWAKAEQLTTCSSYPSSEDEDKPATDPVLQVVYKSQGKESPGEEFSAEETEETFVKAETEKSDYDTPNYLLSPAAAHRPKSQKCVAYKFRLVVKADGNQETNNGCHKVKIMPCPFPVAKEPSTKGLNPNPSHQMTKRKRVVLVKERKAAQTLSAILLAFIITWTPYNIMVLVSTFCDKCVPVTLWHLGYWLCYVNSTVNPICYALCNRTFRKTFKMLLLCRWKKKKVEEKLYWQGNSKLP
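system = human M5 receptor in CHO-K1 cells | reagent = EC20 acetylcholine as agonist stimulus | compound dosing = single-point, 3 µM nominal | incubation = Fluo-8 loading 80 min at 37 °C plus 30 min room temperature | detection = Fluo-8 calcium dye fluorescence, kinetic read | benchmarks = low control EC20 acetylcholine (0%), high control EC100 acetylcholine (100%)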
CRFBP-R2 agonist – CRF-BP/CRF-R2 complex agonism; 350,000 compounds, 0.46% hits; activation, % at 13.2 µM; HEK293 CRF-R2/CRF-BP, calcium dye fluorescence (FLIPR); percent of saturating CRF peptide response;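 active = activation of at least 50%, plus an integration ratio under a set limit after plate pattern correction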;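 also: plate controls were neutral control wells without compound for no effect and CRF at EC100 for full effect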
M1 PAM – positive allosteric modulators of human M1 muscarinic receptor; P11229; CHO-K1 hM1, Fluo-8 calcium fluorescence, ACh EC20; 0% = ACh EC20, 100% = maximal ACh; activation, % at 3 µM; 360,000 compounds, 0.088% hits; in the data active = activation above about 19%, passing the limit was not always enough
Target sequence (P11229 whole entry, looked up): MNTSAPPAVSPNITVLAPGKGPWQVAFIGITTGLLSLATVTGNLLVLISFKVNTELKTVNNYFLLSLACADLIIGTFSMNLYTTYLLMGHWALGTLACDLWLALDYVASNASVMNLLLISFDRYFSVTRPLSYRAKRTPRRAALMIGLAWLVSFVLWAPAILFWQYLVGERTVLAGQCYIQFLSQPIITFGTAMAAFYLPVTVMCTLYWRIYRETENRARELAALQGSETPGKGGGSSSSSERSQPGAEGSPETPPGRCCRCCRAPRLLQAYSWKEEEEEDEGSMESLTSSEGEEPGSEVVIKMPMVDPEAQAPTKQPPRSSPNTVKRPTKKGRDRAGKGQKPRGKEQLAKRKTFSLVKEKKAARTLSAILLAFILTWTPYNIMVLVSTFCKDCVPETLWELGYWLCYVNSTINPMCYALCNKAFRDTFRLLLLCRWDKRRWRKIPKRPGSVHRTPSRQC
M4 PAM – potentiates acetylcholine response at human M4 receptor; activation, % at 3 µM; CHO-K1 hM4/Gqi5, Fluo-8 calcium fluorescence, ACh EC20; 0% = ACh EC20, 100% = maximal ACh; 360,000 compounds, 0.4% hits;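 active = activation above its plate's cutoff, the mean activation of sample wells plus 3 SD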; also: some results filed as inactive read as strong as hits
CHRM1 antagonist – antagonists of human M1 muscarinic receptor. P11229. CHO-K1 hM1, Fluo-8 calcium fluorescence, ACh EC80 antagonist. inhibition, % at 3 µM. 360,000 compounds, 1.3% hits;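 active = percent inhibition above its own plate's cutoff, namely the mean of that plate's compound wells plus 3 SD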;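 also: peak over basal fluorescence ratio during 140 s after agonist addition; 0% = ACh EC80 plus DMSO and 100% = DMSO alone without agonist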
M4 ag – agonists of human muscarinic M4 receptor (CHRM4) | activation, % at 3 µM | 360,000 compounds, 0.14% hits | P08173 | CHO-K1 hM4/Gqi5, Fluo-8 calcium fluorescence; vehicle 0%, full acetylcholine response 100%;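 active = activation above the run mean over all test wells plus 3 SD, cut at about 32% in these data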;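 also: peak over basal fluorescence ratio per well then scaled between controls; 0% = DMSO wells and 100% = acetylcholine at EC100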
CHRM5 agonist – agonists of human muscarinic M5 receptor (CHRM5) | AID 624037 | CHO-K1 hM5 cells, Fluo-8 calcium fluorescence; 0% DMSO wells, 100% maximal acetylcholine response | activation, % at 3 µM | 360,000 compounds, 0.19% hits | P08912;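 active = activation above the run's mean over test compounds plus 3 SD, cut at about 23% in these data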;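 also: signal is peak over basal fluorescence ratio across the kinetic read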
CHRM5 antagonist – blocks acetylcholine activation of human M5 receptor. P08912. CHO-hM5 cells, Fluo-8 calcium fluorescence, ACh EC80. inhibition, % at 3 µM. 360,000 compounds, 0.59% hits;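 active = inhibition above a per-plate cutoff, the mean of that plate's test compounds plus 3 SD, cut at about 27% in these data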;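 also: 0% = acetylcholine EC80 with DMSO and 100% = DMSO without agonist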
CHRM4 antagonist – CHRM4 antagonism in calcium assay | CHO-hM4 cells, ACh EC80, Fluo-8 calcium fluorescence | inhibition, % at 3 µM | 360,000 compounds, 0.73% hits;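 active = inhibition above its plate's cutoff, the mean inhibition of sample wells plus 3 SD, cut at about 27% in these data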;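 also: 0% = acetylcholine EC80 with DMSO and 100% = DMSO without agonist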
Numbers without * were called inactive; x = no result given; & = joins results of further samples.

no.	SMILES	M5 PAM	CHRM5 antagonist	CHRM1 antagonist	CHRM5 agonist	M4 ag	M1 PAM	CHRM4 antagonist	M4 PAM	CRFBP-R2 agonist
1	COc1ccc(N=C2CCS(=O)(=O)c3sccc32)cc1	5	3	-12	0	2	11	6	-4	-1.0
2	CC(C)CCc1noc(CN2CCC(CCN3CCCC3=O)CC2)n1	0	2	3	-1	2	1	0	0	6.4
3	CCOC(=O)c1c(NC(=O)CSc2nnc(-c3cccnc3)o2)sc2c1CCC2	1	0	-8	2	0	6	3	-2	-0.6
4	COc1ccc(/C=C/c2ccc3ccccc3[n+]2C)cc1OC	-4	0	-14	-7	1	4	-17	-4	9.8
5	Cc1cc(C)c(C#N)c(N)n1	10	1	-6	1	0	7	-11	8	0.9
6	Cc1ccc(S(=O)(=O)NCC2CCC(C(=O)N3CCOCC3)CC2)cc1 (stereo not drawn)	3	-5	-20	-1	x	12	2	8	-1.6
7	Cc1ccc(N2C(SCC(=O)O)=NC(=Nc3cccc(C)c3)C23CCCC3)cc1	-10	4	-7	-2	0	7	-7	-6	2.3
8	CC(Sc1nc(-c2ccccc2)cc(C(F)(F)F)n1)C(=O)N1CCCC1 (stereo not drawn)	-4	3	-8	1	1	8	1	1	-0.4
9	CCn1c(SCc2ccc(C(=O)Nc3nccs3)cc2)nnc1-c1ccc(N)cc1	-7	0	-2	-2	8	0	-18	-11	-0.4
10	CCOC(=O)c1c(NC(=O)C(F)(OC)C(F)(F)F)sc(C(=O)N2CCCCC2)c1C (stereo not drawn)	4	-11	-6	-8	1	5	-9	4	1.1
11	O=C(COc1cccc2cccnc12)N1CCc2ccccc2C1	-2	-6	-6	-10	2	5	-6	8	-0.9
12	COc1ccc(C(=O)N(C)C2CCCc3ccccc32)cc1OC1CCN(C(C)C)CC1 (stereo not drawn)	-5	17	12	-8	0	-8	15	-10	-0.2
13	CC(OC(=O)c1ccc(F)c(S(=O)(=O)N2CCOCC2)c1)C(=O)NCC1CCCCC1 (stereo not drawn)	-8	10	-8	0	1	15	3	0	-0.1
14	CC1CCN(S(=O)(=O)c2ccc(NC(=O)CCN3C(=O)c4ccccc4C3=O)cc2)CC1	-10	0	14	3	7	-12	9	-11	-0.5
15	CCOC(=O)C(/C=N/c1cc(C)nn1-c1ccccc1)=C(\C)O	-2	3	-4	-2	0	3	2	-2	0.7
16	O=C(Cn1cnc2ccccc2c1=O)c1ccc2ccccc2c1	-5	2	-7	-2	6	-1	-8	6	-2.4
17	Cc1nc2c3ccccc3nc(SCC(=O)c3ccc(Cl)cc3)n2n1	-5	5	-4	0	1	4	14	2	0.4
18	Cc1ccc(C)c(N2CCN(C(=O)c3ccccc3Br)CC2)c1	-11	8	8	-3	8	-2	-4	-3	1.2
19	O=C(CCN1CCN(S(=O)(=O)c2ccc(Cl)cc2)CC1)Nc1ccc(F)cc1	-2	5	-3	-2	5	-1	3	-1	-3.4
20	Cc1nc2sc3c(c2c(=O)[nH]1)CCCC3	17	-5	-26	2	1	13	-3	24	-3.2
21	CCCCP(=O)(c1ccccn1)c1ccccn1	1	9	-11	1	1	13	-2	3	-0.1
22	COC(=O)c1ccc(C(=O)OC)c(NC(=S)N2CCN(C)CC2)c1	-7	22	2	-2	11	2	2	-6	-0.6
23	CCc1nnc(NC(=O)NC(C)(C)C)s1	2	-8	-9	-4	0	3	-9	6	-0.7
24	O=S(=O)(Nc1nc2ccccc2nc1Nc1ccc2c(c1)OCO2)c1ccc(F)cc1	1	-7	-1	0	2	4	5	-2	33
25	COC(=O)c1cc(S(=O)(=O)NCCN2CCN(c3ccccc3F)CC2)c[nH]1	1	5	3	-3	4	-3	5	-3	0.8
26	CCc1ccc(OCc2nnc(SCCN3CCOCC3)n2CC)cc1	1	1	63*	-3	0	-23	21	-15	-2.1
27	CCCc1cc(=O)oc2cc(C)cc(OC(C)C(=O)NCCN3CCOCC3)c12 (stereo not drawn)	-4	0	2	-3	0	-1	-26	4	0.5
28	COC(=O)[C@H](C)NC(=O)Nc1cccc(C)c1	5	7	-7	-2	0	5	4	7	-1.2
29	O=C(O)c1ccc2c(c1)C(=O)N(c1ncccn1)C2=O	-1	-9	3	1	0	5	-3	11	0.8
30	COc1ccc(Nc2nc(-c3c[nH]c4ccccc34)cs2)cc1	-2	3	-12	-1	1	10	4	-4	5.9

One compound at a time, from the list above.
`O=C(CCN1CCN(S(=O)(=O)c2ccc(Cl)cc2)CC1)Nc1ccc(F)cc1` across the screens: M5 PAM = -2; CHRM5 antagonist = 5; CHRM1 antagonist = -3; CHRM5 agonist = -2; M4 ag = 5; M1 PAM = -1; CHRM4 antagonist = 3; M4 PAM = -1; CRFBP-R2 agonist = -3.4
`CCc1ccc(OCc2nnc(SCCN3CCOCC3)n2CC)cc1` across the screens: M5 PAM = 1; CHRM5 antagonist = 1; CHRM1 antagonist = 63*; CHRM5 agonist = -3; M4 ag = 0; M1 PAM = -23; CHRM4 antagonist = 21; M4 PAM = -15; CRFBP-R2 agonist = -2.1

(continued)
no.	SMILES	M5 PAM	CHRM5 antagonist	CHRM1 antagonist	CHRM5 agonist	M4 ag	M1 PAM	CHRM4 antagonist	M4 PAM	CRFBP-R2 agonist
31	O=C(NCCc1ccccc1)c1ccc(CS(=O)(=O)c2ccc(Cl)cc2)o1	-4	1	-4	-2	7	3	-6	-5	-0.6
32	Cc1cccc(NC(=O)c2cn(-c3ccccc3)nc2-c2ccccc2)c1	5	-5	-3	1	0	0	3	13	4.0
33	COc1ccc(NC2CCCN(C(=O)c3cccc(C(F)(F)F)c3)C2)cc1OC (stereo not drawn)	-4	7	-3	-2	3	5	-7	1	-1.5
34	c1ccc(CN=C2NN=C(c3ccccc3)CS2)cc1	2	-6	28	3	3	-6	0	0	-0.6
35	CC1SCC(=O)N(CC(=O)NCCc2ccccc2)C1=O (stereo not drawn)	3	4	-7	-2	0	9	2	0	1.0
36	O=Cc1cn(-c2ccccc2)nc1-c1ccc(F)cc1	-2	10	-11	-3	0	8	-6	6	1.9
37	CCOc1ccc(CN2CCN(Cc3ccsc3)C(CCO)C2)cc1CO (stereo not drawn)	10	-13	-6	0	1	5	-3	0	-0.2
38	CCOC(=O)CCC(=O)O[C@H]1[C@H](O[C@@H]2[C@@H](C)[C@H](O[C@H]3C[C@@](C)(OC)[C@@H](O)[C@H](C)O3)[C@@H](C)C(=O)O[C@H](CC)[C@@](C)(O)[C@H](O)[C@@H](C)C(=O)[C@H](C)C[C@@]2(C)O)O[C@H](C)C[C@@H]1N(C)C	5	-3	-34	0	1	2	-3	3	-2.5
39	CCOc1ccccc1C(=O)Nc1nn[nH]n1	-9	4	-2	-5	0	13	-4	8	0.7
40	CCCOc1ccc(C(=O)C(CN2CCOCC2)c2ccccc2)cc1 (stereo not drawn)	-1	6	-21	-9	-1	-7	6	-2	1.2
41	Cc1cc(C)c(NC(=O)CSc2nc3ccc(NC(=O)CSc4nnnn4Cc4ccccc4)cc3s2)c(C)c1	-1	-3	4	-2	0	1	-15	9	0.9
42	CC(C)CN(C(=O)c1cc([N+](=O)[O-])cc([N+](=O)[O-])c1)C1CCS(=O)(=O)C1 (stereo not drawn)	4	5	-10	1	0	6	-1	-2	-0.9
43	CCOC(=O)c1c(C)[nH]c(C)c1C(=O)COC(=O)c1sccc1C	-1	4	11	-2	6	-3	4	-2	-0.4
44	Cc1ccc(-c2nc3ccccc3nc2Cl)cc1	2	8	24	1	-1	-6	15	-3	-1.0
45	O=C(NCCOc1ccccc1)C(=O)c1c[nH]c2ccccc12	3	-3	-16	-3	3	9	1	-2	1.0
46	Cc1ccc(C)c(N2CCN(c3nc4ccccc4c(=O)n3Cc3ccccc3)CC2)c1	-3	-1	-11	0	0	11	-9	1	2.4
47	Cc1ccc(-c2nn(-c3ccccc3)cc2CO)cc1	-3	6	-8	-3	2	8	-15	4	-0.2
48	COC(=O)c1ccc(Cc2ccc(C(=O)OC)o2)o1	7	0	-30	0	0	12	-3	9	0.0
49	CC(C)(C)c1cc(-c2nc(N)nc(N)n2)cc(C(C)(C)C)c1	-3	-4	12	-1	-1	-1	-1	4	1.8
50	CC(C)(C)C(=O)CN1C(=O)NC(C)(Cc2ccc3c(c2)OCO3)C1=O (stereo not drawn)	-7	21	-2	-3	2	12	-11	8	2.3
51	CNc1ccc(/C=C(\CCC(=O)O)c2nc3ccccc3s2)cc1[N+](=O)[O-]	-1	7	0	-4	2	2	0	1	-2.0
52	N#Cc1sc2nc3c(c(-c4ccco4)c2c1N)CCCC3	-1	-1	-20	-9	0	-3	-2	11	-0.6
53	CC(C)C1C(C#N)=C(N)Oc2n[nH]c(-c3ccc4ccccc4c3)c21 (stereo not drawn)	-5	1	-8	-1	-1	0	1	10	0.9
54	CC1(C)S/C(=N/N=C/c2cccs2)NC1=O	2	-3	-6	-2	1	2	8	0	1.2
55	CC(C)(C)CNC(=O)[C@]1(C)CCC[C@@]2(C)C3CC[C@@]4(C)C[C@]3(CCC21)CC4=O (stereo partly drawn)	9	4	-3	3	-1	6	-4	4	0.4
56	O=c1[nH]cnc2c1ncn2C1OC(CO)C(O)C1O (stereo not drawn)	2	-2	-35	1	1	8	4	-1	-0.2
57	Cc1cccc(NC(=O)C2CCCN(S(=O)(=O)c3ccc(-n4cnnn4)cc3)C2)c1 (stereo not drawn)	-7	5	-2	2	4	-4	0	-12	-1.1
58	CCCCCCCCN1C(=O)[C@H](CC(=O)NCC23CC4CC(CC(C4)C2)C3)C[C@@]2(C(=O)OC)CC(C)(C)CC=C12	3	-4	x	-1	1	x	-7	18	x
59	OCC1OC2C(NC(=S)N2c2ccccc2)C(O)C1O (stereo not drawn)	-5	6	10	4	8	-10	4	-4	2.3
60	COc1ccc(CCNC(=O)c2nc3ncccn3n2)cc1OC	-2	-1	-15	-4	1	-6	0	2	0.1
61	COc1ccc(C(=O)Nc2ccc3nc(N4CCN(C)CC4)cc(C)c3c2)c(OC)c1	5	-3	-18	0	0	18	3	4	-0.6
62	Cc1ccccc1C(c1ncccc1C)N(C)C(=O)C1CCN(CCOc2ccc(Cl)cc2Cl)CC1 (stereo not drawn)	5	4	7	1	15	10	-1	-4	x
63	COc1cccc(C=Nc2cccc3c(=O)[nH][nH]c(=O)c23)c1O	-3	-19	-8	0	1	4	-1	-3	7.2
64	CCOC(=O)c1c(CSc2ccccc2)oc2cc(Br)c(O)c(CN(C)C)c12	-6	14	-3	-5	4	3	-4	-6	-1.7
65	CC1CN(S(=O)(=O)c2cccc(C(=O)N(Cc3nnc(-c4ccccc4Cl)o3)C3CC3)c2)CC(C)O1 (stereo not drawn)	-3	9	-3	0	10	-2	-24	-5	-2.9
66	O=C(c1ccccc1)N1CCN(C2CC3CCC2C3)CC1 (stereo not drawn)	-3	9	-5	-2	0	9	8	-2	-0.5
67	CCCn1c(=O)c(C(=O)NCCc2ccccc2)c(O)c2ccccc21	2	0	-24	0	1	9	-10	7	4.4
68	COC(=O)c1ccc(CSc2nc3scc(-c4cccs4)c3c(=O)[nH]2)o1	-1	7	-9	0	-1	9	1	4	1.2
69	CCN(C(=O)COC(=O)CCC(=O)c1ccccc1)c1c(N)n(Cc2ccccc2)c(=O)[nH]c1=O	-6	10	-8	2	8	4	-4	0	2.3
70	CCN(CC)c1ccc(SS(=O)(=O)O)cc1	2&-6	-2&-1	-15&-7	-1&2	1&1	6&6	4&-4	2&6	-2.6&-0.9
71	COc1ccccc1C(=O)Nn1c(C2CCC2)nc2ccccc2c1=O	6	-7	0	2	6	-3	4	-1	-1.3
